Keap1 Nrf2 FP = inhibitors of human Keap1-Nrf2 protein-protein interaction; Q14145; Keap1 Kelch-Nrf2 peptide fluorescence polarization, 1536-well; inhibition, % at 9.4 µM; hit rate 0.15% among 340,000; AID 504523; in the data active = inhibition above about 12%;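 note: human Keap1 Kelch domain with fluorescein labeled Nrf2 9mer peptide probe; 0% = neutral control wells and 100% = peptide positive control; higher means more block of Keap1 binding to Nrf2 peptide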
V-ATPase pHluor = yeast V-ATPase proton transport regulation by pHLuorin; S. cerevisiae, pHLuorin cytosolic pH fluorescence; AID 504577; hit rate 0.37% among 350,000; response, % at 10 µM; in the data active = response mostly above about 7.3%, no sharp cut-off; inactive = mostly below about 5.4%; note: actives read high; inactives centre near 0; some compounds called inactive have numbers as strong as hits; reference of the scale not given here
RTF Ca sens inh = cardiac RTF calcium desensitization; inhibition, % at 7.15 µM; IANBD-labeled cardiac RTF, Ca2+ fluorescence; P19429+P45379; hit rate 0.12% among 340,000;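 active = inhibition above the mean inhibition of all tested compounds plus 3 SD, cut at about 17% in these data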;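 note: assay run at fixed EC70 calcium of 1.6 mM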
RTF Ca sens act = increases calcium sensitivity of human cardiac regulated thin filaments; hit rate 0.24% among 340,000; activation, % at 7.2 µM; P19429+P45379; IANBD-labeled TnC RTF fluorescence at EC20 calcium; 0% EC20 calcium, 100% full calcium;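 active = activation above the mean over all tested compounds plus 3 SD, cut at about 30% in these data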;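 note: rise in fluorescence read as greater calcium sensitivity of cardiac thin filaments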
OPRM1-OPRD1 ag = OPRM1-OPRD1 heterodimerization agonism; hit rate 0.3% among 340,000; P35372+P41143; AID 504326; activation, % at 9.3 µM; cells, luminescence; in the data active = activation above about 18%;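 note: 0% = vehicle-treated cells and 100% = reference agonist; values of inactives mirror those of a sister screen read the other way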
Target sequence (P35372 whole entry, looked up): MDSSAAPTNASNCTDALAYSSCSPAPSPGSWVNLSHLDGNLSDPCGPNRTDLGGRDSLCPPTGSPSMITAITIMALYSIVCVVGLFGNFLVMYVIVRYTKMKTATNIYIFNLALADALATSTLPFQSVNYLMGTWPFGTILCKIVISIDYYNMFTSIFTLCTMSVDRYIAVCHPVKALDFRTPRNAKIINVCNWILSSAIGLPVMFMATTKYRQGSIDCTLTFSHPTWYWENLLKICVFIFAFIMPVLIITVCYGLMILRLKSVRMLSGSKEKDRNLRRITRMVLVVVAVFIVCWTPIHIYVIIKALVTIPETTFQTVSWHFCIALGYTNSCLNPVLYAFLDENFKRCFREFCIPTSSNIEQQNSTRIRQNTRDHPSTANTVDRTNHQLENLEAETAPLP
Target sequence (P41143 whole entry, looked up): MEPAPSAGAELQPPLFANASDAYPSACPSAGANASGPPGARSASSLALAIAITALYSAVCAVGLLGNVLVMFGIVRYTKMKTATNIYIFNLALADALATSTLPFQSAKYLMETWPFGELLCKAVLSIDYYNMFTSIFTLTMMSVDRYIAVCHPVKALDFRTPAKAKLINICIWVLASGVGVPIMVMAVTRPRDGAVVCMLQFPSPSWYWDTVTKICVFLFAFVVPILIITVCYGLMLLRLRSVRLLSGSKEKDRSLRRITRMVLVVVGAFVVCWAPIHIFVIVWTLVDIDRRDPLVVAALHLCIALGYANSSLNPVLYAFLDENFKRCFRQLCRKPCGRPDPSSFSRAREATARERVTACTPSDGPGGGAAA
CAL PDZ FP = blocks peptide binding to the human CAL PDZ domain; Q9HD26; purified CAL PDZ, TMR-peptide fluorescence polarization, 1 h; inhibition, % at 24.9 µM; hit rate 0.92% among 300,000; AID 602252;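 active = mean inhibition of at least 30% with at least half of replicates also reaching 30%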;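 note: 0% = DMSO neutral control and 100% = excess unlabeled competitor peptide PRC23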
HTR5A inv ctr = counter-screen for OPRM1-OPRD1 inverse agonists: human HTR5A inverse agonism | P47898 | HTR5A cell line, luminescence | inhibition, % at 9.3 µM | hit rate 0.083% among 340,000 | AID 504634; in the data active = inhibition mostly above about 23%, no sharp cut-off; inactive = mostly below about 18%;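 note: 0% = cells with DMSO and 100% = no-cell wells with DMSO; some compounds called inactive have numbers as strong as hits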
C-LANA FP = inhibitors of KSHV LANA C-terminal domain DNA binding; inhibition, % at 9 µM; AID 504423; hit rate 0.078% among 340,000; MBP-C-LANA/FAM-LBS DNA binding, fluorescence polarization;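 active = highest replicate inhibition at or above 60% at 9 µM, even if other replicates fall short; inactive = all replicates below 60% inhibition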;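 note: 0% = neutral control wells and 100% = 4 µM acridine orange control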
HTR5A ag = activates human HTR5A in OPRM1-OPRD1 agonist counter-screen; hit rate 0.61% among 340,000; HTR5A agonist assay, luminescence, cell-based; AID 504692; activation, % at 9.3 µM; in the data active = activation mostly above about 9.5%, no sharp cut-off; inactive = mostly below about 7.6%;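 note: 0% = cells with vehicle only and 100% = reference agonist; strong numbers were not always called active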
MOR-DOR inv ag = inverse agonists of human mu-delta opioid receptor heterodimerization | P35372+P41143 | cell-based MOR-DOR heterodimer luminescence, inverse agonism | inhibition, % at 9.3 µM | hit rate 0.21% among 340,000 | AID 504357; in the data active = inhibition above about 22%, passing the limit was not always enough;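 note: 0% = cells with DMSO and 100% = wells without cells with DMSO; values of inactives mirror those of a sister screen read the other way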
Starred values were filed as active, the others as inactive; nt = not tested or not shown.

1: O=C(C1CCN(S(=O)(=O)c2ccc(Cl)c(C(F)(F)F)c2)CC1)N1CCC1
2: C[N+](C)(C)CCNC(=O)c1c(O)c2c([nH]c1=O)CCCC2
3: CC1=C(C(=O)Nc2ccccc2C)C(c2cccnc2)n2nc(CCCO)nc2N1 (stereo not drawn)
4: C=C(C(=O)Oc1c(C(C)(C)C)cccc1C(C)(C)C)c1ccccc1
5: CC(=O)Nc1cccc2c1Cc1ccccc1-2
6: Cc1cc(F)ccc1NCC(=O)Nc1ccccc1Br

screen / no.,1,2,3,4,5,6
Keap1 Nrf2 FP,-1,4,-1,-4,-1,1
V-ATPase pHluor,2,-1,4,0,3,1
RTF Ca sens inh,-7,-7,3,-3,-1,5
RTF Ca sens act,-1,-1,-3,1,4,10
OPRM1-OPRD1 ag,-1.5,-3.4,-3.3,1.8,-2.2,-0.9
CAL PDZ FP,-6,0,-3,4,2,-3
HTR5A inv ctr,-20,-20,18,1,-2,-4
C-LANA FP,-5.0,-1.1,2.3,0.0,3.5,-1.5
HTR5A ag,7,7,-2,0,1,-4
MOR-DOR inv ag,6,17,14,-10,11,4

7: Cc1ccccc1-n1c(O)c(/C=N/N2CCCCC2c2cccnc2)c(=O)[nH]c1=O (stereo not drawn)
8: COc1cccc(CNC(=O)C2CCN(S(=O)(=O)N3CCC4(CC3)OCCO4)CC2)c1
9: COc1ccc(C)cc1NC(=O)C1CC(=O)N(CCc2ccccc2)C1 (stereo not drawn)
10: O=C1Nc2cccnc2N(C(=O)CCl)c2ccccc21
11: CCOc1ccc(Cc2noc3c2C(=O)CCC3)cc1OCC
12: O=C(c1ccc(OC2CCN(CCc3ccccc3)CC2)cc1)N1CCCC(CCCO)C1 (stereo not drawn)

screen / no.,7,8,9,10,11,12
Keap1 Nrf2 FP,-11,-1,-2,-2,-3,-6
V-ATPase pHluor,-1,-5,3,1,0,-2
RTF Ca sens inh,-16,-7,-7,-3,-4,-12
RTF Ca sens act,2,-1,0,3,0,-2
OPRM1-OPRD1 ag,2.6,-1.8,-0.5,-2.3,-0.2,-1.5
CAL PDZ FP,7,2,0,-3,1,-1
HTR5A inv ctr,8,18,0,-1,-6,-10
C-LANA FP,-0.4,-0.4,0.3,-4.0,-0.7,0.1
HTR5A ag,10,-7,1,0,2,3
MOR-DOR inv ag,-19,11,2,13,1,7

13: O=C1CC2(CCN(C(=O)c3ccc(F)c(F)c3)CC2)Oc2ccccc21
14: O=C(Cn1cnc2sc(-c3ccccc3)cc2c1=O)NCc1ccccc1
15: COC(=O)c1cc(S(=O)(=O)N2CCN(c3ccc(F)cc3)CC2)c[nH]1
16: CS(=O)(=O)N1CCC(Oc2ccccc2C(=O)NCCCc2cccnc2)CC1
17: Cc1ccc(C)c(N2CCN(C(=O)COc3cc(=O)n(C)c4ccccc34)CC2)c1
18: Cc1nn(C)cc1/C=C1\SC(=S)NC1=O

screen / no.,13,14,15,16,17,18
Keap1 Nrf2 FP,-7,-3,-4,-5,4,1
V-ATPase pHluor,-5,0,-2,1,-2,3
RTF Ca sens inh,0,-5,2,-1,-8,-17
RTF Ca sens act,-6,3,-3,-3,3,3
OPRM1-OPRD1 ag,-2.5,2.2,1.8,-3.6,0.1,-0.4
CAL PDZ FP,-6,nt,-3,nt,-4,-4
HTR5A inv ctr,13,-8,-35,22,12,4
C-LANA FP,-2.1,-0.8,-0.7,-0.6,0.5,1.0
HTR5A ag,-2,3,3,-6,3,-1
MOR-DOR inv ag,12,-12,-10,18,0,2

Single values from above.
entry 3 – C-LANA FP = 2.3
entry 17 – MOR-DOR inv ag = 0

(continued)
19: COC(=O)c1sccc1NC(=O)c1ccc2c(c1)OCO2
20: CC(C)(O)c1cn(-c2nonc2N)nn1
21: CCc1ccc(-n2c(SCC(=O)Nc3cccc(S(=O)(=O)NC4=NCCCCC4)c3)nc3ccccc3c2=O)cc1
22: COc1cccc(NC(=O)Cc2nnc(SCC(=O)c3ccccc3)n2C)c1
23: COc1ccc(CN(C(=O)/C=C/c2ccco2)C2CCS(=O)(=O)C2)cc1OC (stereo not drawn)
24: Cc1ccc(CSC2=NCCN2S(=O)(=O)c2ccccc2)cc1

screen / no.,19,20,21,22,23,24
Keap1 Nrf2 FP,-8,5,-3,0,-3,-3
V-ATPase pHluor,2,2,2,3,2,-1
RTF Ca sens inh,13,-13,-11,-7,-4,-7
RTF Ca sens act,-1,0,6,-4,2,0
OPRM1-OPRD1 ag,6.7,-1.8,-1.3,-3.0,-0.6,2.2
CAL PDZ FP,0,nt,-3,0,-4,0
HTR5A inv ctr,-16,-1,2,7,1,12
C-LANA FP,0.5,-1.1,1.0,-2.3,1.3,1.3
HTR5A ag,6,-3,2,-3,0,-5
MOR-DOR inv ag,-42,8,7,13,3,-11

25: Cc1occc1-c1nnc(SCC(=O)Nc2ccccc2)n1Cc1ccccc1
26: CSCC[C@@H](C(=O)O)N1Cc2ccccc2C1=O
27: Cc1cc(C(=O)NCC(=O)OCC(=O)N(C2CCCCC2)C2CCCCC2)ccc1[N+](=O)[O-]
28: O=C(/C=C/C(=O)N1CCc2ccccc2C1)N1CCc2ccccc2C1
29: COc1ccc(/C=N/NC(=O)c2cc(-c3ccc(C)cc3C)nc3ccccc23)cc1COC(C)=O
30: COc1ccccc1N(Cc1ccccc1)S(=O)(=O)c1cc(C(=O)O)ccc1Cl

screen / no.,25,26,27,28,29,30
Keap1 Nrf2 FP,0,2,-4,-6,-2,0
V-ATPase pHluor,0,-6,0,-4,5,-1
RTF Ca sens inh,-6,-6,6,-5,-7,-4
RTF Ca sens act,3,-3,9,7,1,0
OPRM1-OPRD1 ag,0.8,-0.7,3.2,1.0,7.0,-1.2
CAL PDZ FP,-8,-2,0,3,-3,10
HTR5A inv ctr,20,-9,-19,-28,-5,-3
C-LANA FP,0.1,-1.8,-0.1,1.4,-0.6,0.0
HTR5A ag,-8,2,5,8,3,1
MOR-DOR inv ag,-4,4,-18,-5,-32,6

Part of the list above in another layout.
The line under a structure holds: Keap1 Nrf2 FP, V-ATPase pHluor, RTF Ca sens inh, RTF Ca sens act, OPRM1-OPRD1 ag, CAL PDZ FP, HTR5A inv ctr, C-LANA FP, HTR5A ag, MOR-DOR inv ag
[28] O=C(/C=C/C(=O)N1CCc2ccccc2C1)N1CCc2ccccc2C1
  -6, -4, -5, 7, 1.0, 3, -28, 1.4, 8, -5
[29] COc1ccc(/C=N/NC(=O)c2cc(-c3ccc(C)cc3C)nc3ccccc23)cc1COC(C)=O
  -2, 5, -7, 1, 7.0, -3, -5, -0.6, 3, -32

(continued)
31: Cc1cc2c(cc1C)-c1c(ssc1=Nc1ccc(S(N)(=O)=O)cc1)C(C)(C)N2
32: COc1ccc(OC(=O)c2c(C)nn(-c3ccccc3)c2C)cc1
33: COc1cccc(C2c3[nH]c4ccccc4c3CCN2Cc2ncc[nH]2)c1 (stereo not drawn)
34: CCOc1ccc(N2C(=O)CC(Sc3nc(C)cc(C)c3C#N)C2=O)cc1 (stereo not drawn)
35: CCOc1ccc(N2CC(C(=O)Nc3cccc(C)c3C)CC2=O)cc1 (stereo not drawn)
36: CCCOC(=O)C1=C(C)N(C)C(=O)NC1c1cc2c(cc1Br)OCO2 (stereo not drawn)

screen / no.,31,32,33,34,35,36
Keap1 Nrf2 FP,0,-4,1,-3,3,1
V-ATPase pHluor,-1,2,0,-5,-4,0
RTF Ca sens inh,7,-1,1,-6,2,-6
RTF Ca sens act,-5,2,3,0,-1,-1
OPRM1-OPRD1 ag,-1.2,-1.2,-0.1,5.2,-1.6,-2.0
CAL PDZ FP,nt,-3,-3,-5,-3,1
HTR5A inv ctr,-18,-2,-11,5,-39,-14
C-LANA FP,-0.2,-0.7,0.1,0.0,0.8,3.1
HTR5A ag,-3,1,4,-2,0,4
MOR-DOR inv ag,6,6,0,-31,9,10

37: Cc1cc(OCc2cc(C(=O)N3CCC(Oc4cccnc4)CC3)no2)cc(C)c1Cl
38: COc1ccc(Cn2c(-c3ccco3)nc3c(c(=O)c4ccccc4n3C)c2=O)cc1
39: Cc1ccnc(NC(=O)c2cccc(OC(F)F)c2)n1
40: CC1(c2ccc(Cl)cc2Cl)NC(=O)N(CC(=O)Nc2ccc3[nH]c(=O)[nH]c3c2)C1=O (stereo not drawn)
41: O=C(NCc1ccco1)c1ccc(F)c(S(=O)(=O)N2CCCCC2)c1
42: Cc1nc(CS(=O)c2ccc(Cl)cc2)cc(NCc2ccc(Cl)cc2Cl)n1 (stereo not drawn)

screen / no.,37,38,39,40,41,42
Keap1 Nrf2 FP,-1,0,0,4,-5,-3
V-ATPase pHluor,-3,-1,1,3,1,2
RTF Ca sens inh,-4,0,-10,0,-2,-4
RTF Ca sens act,1,7,5,-2,0,2
OPRM1-OPRD1 ag,3.6,-3.8,-3.8,-0.4,-1.3,4.4
CAL PDZ FP,-7,-3,0,0,-3,-6
HTR5A inv ctr,-11,-8,6,8,-6,1
C-LANA FP,-1.2,-0.2,0.8,0.9,0.5,-0.6
HTR5A ag,3,3,-2,-3,2,0
MOR-DOR inv ag,-21,19,20,3,7,-26

43: O=C(O)C1CC=CCC1C(=O)Nc1ccc2c(c1)CCC2 (stereo not drawn)
44: CCCCCCc1cc2cc(C(=O)NC)c(=N)oc2cc1O
45: CCC1=NN(C(=O)CCc2ccccc2O)C(O)(C(F)(F)F)C1 (stereo not drawn)
46: COC(=O)c1ccc(NC(=O)c2ccc(NC(=O)c3ccco3)cc2)cc1
47: CCc1nc(N2CCCCC2C)c2oc3ccccc3c2n1 (stereo not drawn)
48: CCOc1ccc(/C=C2/SC(=O)NC2=S)cc1
49: CCOC(=O)c1ccc(N2C(=O)[C@@H](c3ccccc3)[C@H]2c2ccccc2)cc1
50: COC(=O)c1ccccc1NC(=O)N[C@@H](C)C(=O)OC

screen / no.,43,44,45,46,47,48,49,50
Keap1 Nrf2 FP,-6,-5,-2,-2,-1,3,-1,-5
V-ATPase pHluor,-2,4,-1,0,3,-1,1,-2
RTF Ca sens inh,3,-6,-11,-3,-2,-87,-7,-1
RTF Ca sens act,-2,7,9,1,-2,-3,-2,6
OPRM1-OPRD1 ag,-3.8,-1.2,-0.6,-1.8,-0.5,-1.5,2.9,-2.7
CAL PDZ FP,-4,-2,3,-4,nt,-2,1,-3
HTR5A inv ctr,-6,-6,-18,18,-6,26,10,-7
C-LANA FP,-0.8,23,0.2,0.3,-2.1,5.8,1.1,-0.1
HTR5A ag,-1,3,5,-2,-4,-1,-4,1
MOR-DOR inv ag,21,7,3,10,3,8,-16,16

Compounds above that contain bromine, in the order listed:
6: Cc1cc(F)ccc1NCC(=O)Nc1ccccc1Br
36: CCCOC(=O)C1=C(C)N(C)C(=O)NC1c1cc2c(cc1Br)OCO2 (stereo not drawn)

screen / no.,6,36
Keap1 Nrf2 FP,1,1
V-ATPase pHluor,1,0
RTF Ca sens inh,5,-6
RTF Ca sens act,10,-1
OPRM1-OPRD1 ag,-0.9,-2.0
CAL PDZ FP,-3,1
HTR5A inv ctr,-4,-14
C-LANA FP,-1.5,3.1
HTR5A ag,-4,4
MOR-DOR inv ag,4,10

Compounds as they come; 2.8% or so of the library scored in one or more.
